Compound activity: PubChem BioAssay, National Center for Advancing Translational Sciences (NCATS)
RORgamma inh – inhibitors of mouse ROR gamma transcriptional activity. P51450. Drosophila S2 Gal4-RORgamma UAS-luciferase reporter, 20 h. Potency, µM (highest dose often 53.6 µM), without a hit: at the top dose activity change, negative = inhibition, actives largely listed as inhibitors. actives 5.4% (n = 310,000); also: nearly all actives have a fitted effect of over 60% in size
Target sequence (P51450 whole entry, looked up, the tested form may be a part): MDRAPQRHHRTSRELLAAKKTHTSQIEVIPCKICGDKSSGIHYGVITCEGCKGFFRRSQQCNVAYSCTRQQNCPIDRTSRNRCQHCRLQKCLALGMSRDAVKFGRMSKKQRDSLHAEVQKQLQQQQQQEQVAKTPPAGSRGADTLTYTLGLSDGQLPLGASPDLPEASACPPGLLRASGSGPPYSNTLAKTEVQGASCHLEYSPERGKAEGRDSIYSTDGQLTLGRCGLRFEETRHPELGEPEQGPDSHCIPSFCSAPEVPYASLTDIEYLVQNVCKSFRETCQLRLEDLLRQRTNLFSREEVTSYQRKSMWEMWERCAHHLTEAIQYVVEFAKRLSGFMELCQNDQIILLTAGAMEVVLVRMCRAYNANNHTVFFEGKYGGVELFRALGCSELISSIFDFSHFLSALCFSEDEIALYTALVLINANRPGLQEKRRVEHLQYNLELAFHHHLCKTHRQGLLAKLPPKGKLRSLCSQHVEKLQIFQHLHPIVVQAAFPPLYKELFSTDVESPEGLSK
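Luciferase reporter read in Schneider cells carrying Gal4-RORγ (mouse) and UAS-Photinus luciferase; cells given compound 1 h before 700 uM copper sulfate induction, then incubated 20 h at ambient temperature.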
VP16 counter – Gal4-VP16 reporter inhibition counter-screen; AID 2546; Drosophila S2 Gal4-VP16 UAS-luciferase, luminescence, 20 h; actives 3.5% (n = 310,000); Potency, µM (highest dose often 53.6 µM), without a hit: top-dose activity, negative = inhibition, most hits filed as inhibitors;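 also: Gal4-VP16 expression switched on by copper sulfate through the metallothionein promoter; nearly all actives have a fitted effect of over 50% in size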
* marks the source's active call; other numbers are inactive results; ? = inconclusive; ! = a repeat was not active; [ ] = remark or other dose. Calls follow the shape of the dose curve; as a rule, active = well fitted curve in the direction sought with a large enough effect; inconclusive = small, poorly fitted or top-dose-only effect, or another doubt; inactive = no such curve, though single readings can be large; an effect the other way counts as inactive or inconclusive. % is scaled to controls: 0 for no effect and ±100 for the full control effect; potency is read from the fitted curve at half-maximal effect. A portion of the library; rates above refer to the full screens.

Structure	VP16 counter	RORgamma inh
O=C(c1ccco1)N1CCC2(CC1)CCN(c1ccc(-c3ccccc3)cc1)CC2	8.8%	0.1%
Cc1cnc(CNc2ncnc3ccc(-c4ccoc4)cc23)cn1	0.6%	14.7%
CC(C)=CCC/C(C)=C/CO/N=C1/C[C@@H](O)[C@@H](O)[C@@H]2[C@H]3C(=O)N(c4ccc(F)cc4F)C(=O)[C@@H]3CC[C@H]12	-6.2%[10 µM]	1.5%[10 µM]
CC(C)CCCC(C)NC(C)C (stereo not drawn)	-3.0%	-5.6%
CCCN=C(N)NCCC[C@H](N)C(=O)O	5.0%	4.0%
CN1C[C@H](C(=O)N[C@]2(C)O[C@@]3(O)[C@H]4CCCN4C(=O)[C@H](Cc4ccccc4)N3C2=O)C[C@H]2c3cccc4[nH]cc(c34)C[C@@H]21	-19.7%	-18.5%
CC(=O)NCCNc1ncncc1-c1ccccc1CN(C)C	-0.5%	-24.4%
N#CCCn1c(=O)c(-c2ccc(Cl)cc2)nc2cnc(Nc3ccccc3)nc21	-3.0%	-10.6%
COC1=C2C[C@@H](C)C[C@H](OC)[C@H](O)[C@@H](C)/C=C(\C)[C@H](OC(N)=O)[C@@H](OC)/C=C\C=C(/C)C(=O)NC(=CC1=O)C2=O	-14.8%	?
O=C(Nc1cccc(F)c1)N1CC2(CCN(C(=O)c3cnccn3)CC2)C1	8.5%	-7.5%
COc1cc2c(cc1O)C(Cc1ccc(O)cc1)[N+](C)(C)CC2 (stereo not drawn)	4.9%	5.3%
Cc1noc(C)c1-c1ccc2ncnc(N(C)Cc3ccco3)c2c1	?	12.6µM*
CN1CCN(c2ncncc2-c2ccoc2)CC1	6.3%	-14.2%
CO/N=C(\C(=O)N[C@@H]1C(=O)N2C(C(=O)O)=C(COC(N)=O)CS[C@@H]12)c1ccco1	7.2%[17 µM]	-13.4%[16.9 µM]
NC(N)=NCCC[C@H](NC(=O)CC1(CC(=O)N2CCN(C3c4ccccc4NC(=O)c4ccccc43)CC2)CCCC1)C(=O)NCCn1c(=O)n(-c2ccccc2)n(-c2ccccc2)c1=O (stereo partly drawn)	2.5%	-12.3%
CC(=O)OCOC(=O)CNc1ccccc1OCCOc1ccccc1NCC(=O)OCOC(C)=O	-0.1%	?
O=C(Nc1ccc(O)c2c(=O)cc(-c3ccccc3Cl)oc12)c1cc(Cl)cc(Cl)c1	-5.9%	1.5%
O=S1(=O)C2CC3OC2(CC3c2ccc(F)cc2)CN1Cc1ccc(Cl)cc1 (stereo not drawn)	-28.1%	?
C=CC1=C(C)C2=Cc3c(C=C)c(C)c4[n]3[Sn+2][n]3c(c(C)c(CCC(=O)O)c3=CC3=NC(=C4)C(C)=C3CCC(=O)O)=CC1=N2	-12.2%	-15.1%
CC(=O)N1CCC2(CC1)CN(c1ccccc1)C2	17.2%	-0.6%

Reprinted from the part before: 6 compounds; new compounds follow.
Structure	VP16 counter	RORgamma inh
NC(N)=NCCC[C@H](NC(=O)CC1(CC(=O)N2CCN(C3c4ccccc4NC(=O)c4ccccc43)CC2)CCCC1)C(=O)NCCn1c(=O)n(-c2ccccc2)n(-c2ccccc2)c1=O (stereo partly drawn)	2.5%	-12.3%
CC(=O)OCOC(=O)CNc1ccccc1OCCOc1ccccc1NCC(=O)OCOC(C)=O	-0.1%	?
O=C(Nc1ccc(O)c2c(=O)cc(-c3ccccc3Cl)oc12)c1cc(Cl)cc(Cl)c1	-5.9%	1.5%
O=S1(=O)C2CC3OC2(CC3c2ccc(F)cc2)CN1Cc1ccc(Cl)cc1 (stereo not drawn)	-28.1%	?
C=CC1=C(C)C2=Cc3c(C=C)c(C)c4[n]3[Sn+2][n]3c(c(C)c(CCC(=O)O)c3=CC3=NC(=C4)C(C)=C3CCC(=O)O)=CC1=N2	-12.2%	-15.1%
CC(=O)N1CCC2(CC1)CN(c1ccccc1)C2	17.2%	-0.6%
COC(=O)CCC(C)C1CCC2C3CC[C@H]4CC(O)CC[C@@]4(C)C3CC(O)[C@]12C (stereo partly drawn)	?	?
CO[C@H]1OC[C@@]2(C)[C@@H]3C4=C(CN2C(=O)OC(C)(C)C)[C@H](C)[C@H](CO)[C@H](CO)[C@H]4CC[C@H]13	6.4%	-8.1%
CC(C)CC1NC(=O)C(CCCN)NC(=O)C(C(C)C)NC(=O)C2CCCN2C(=O)C(Cc2ccccc2)NC(=O)C(CC(C)C)NC(=O)C(CCCN)NC(=O)C(C(C)C)NC(=O)C2CCCN2C(=O)C(Cc2ccccc2)NC1=O (stereo not drawn)	0.282µM*	0.0891µM*
COc1ccccc1CNc1ccnc(-c2ccccc2OC)n1	-6.5%	10.0%
COc1ccccc1-c1ccc2ncnc(N3CCNCC3)c2c1	13.8%	35.5%
O=C(/C=C/c1ccc2c(c1)OCO2)c1cccs1	?	?
N=C(N)c1ccc2cc(OC(=O)c3ccc(N=C(N)N)cc3)ccc2c1	-12.3%	7.1%[10 µM]
C[C@H](O)CON1C(=O)c2ccccc2C1=O	0.0%	-18.8%
CC(C)=NOCc1cccc(-c2cc(-c3ccccc3)no2)c1	1.8%[10 µM]	12.8%[10 µM]
COC(=O)[C@@H]1C[C@H]1[C@@H](NC(=O)c1cccnc1)c1ccccc1	18.0%	-0.5%
CN(C)Cc1ccccc1-c1nc(NCc2cccs2)c2ccccc2n1	-10.7%	-32.5%
COc1ncc2nc(C)c(=O)n(C)c2n1	-4.6%	-6.5%
O=C(O)COc1ccc(OCCNC[C@@H](O)COc2ccccc2)cc1	2.0%	17.6%
COC(=O)c1ccc(C(NC(=O)OCc2ccccc2)/C(=C/[C@@H](C)C(=O)NCc2ccc(-c3ccccc3)cc2)c2cccnc2)cc1 (stereo partly drawn)	2.1%	8.9%
C=C1CCN(C(C)C(=O)OCc2cccc(C)c2)S(=O)(=O)c2ccccc21 (stereo not drawn)	1.7%	5.3%
COc1ccc(Oc2ncc3ncc(=O)n(C)c3n2)cc1	-2.0%	1.1%
CC(C)N1CCN(c2ccc(C(=O)c3c(-c4ccc(O)cc4)sc4cc(O)ccc34)cc2)CC1	?	-5.5%
CN1CCN(c2ncc3nc(-c4cccs4)c(=O)n(CCC#N)c3n2)CC1	6.31µM*	0.708µM*
CC1=C(/C=C/C(C)=C\C=C\C(C)=C\C=C\C=C(C)\C=C\C=C(C)\C=C\C2=C(C)C[C@@H](O)CC2(C)C)C(C)(C)C[C@H](O)C1	-12.1%	?
Cc1noc(C)c1-c1ccc2ncnc(NCc3cccc(C(F)(F)F)c3)c2c1	12.6µM*	-15.9%

Four neighbouring compounds already listed, for reference:
Structure	VP16 counter	RORgamma inh
O=C(c1ccco1)N1CCC2(CC1)CCN(c1ccc(-c3ccccc3)cc1)CC2	8.8%	0.1%
Cc1cnc(CNc2ncnc3ccc(-c4ccoc4)cc23)cn1	0.6%	14.7%
CC(C)=CCC/C(C)=C/CO/N=C1/C[C@@H](O)[C@@H](O)[C@@H]2[C@H]3C(=O)N(c4ccc(F)cc4F)C(=O)[C@@H]3CC[C@H]12	-6.2%[10 µM]	1.5%[10 µM]
CC(C)CCCC(C)NC(C)C (stereo not drawn)	-3.0%	-5.6%

Following part:
Structure	VP16 counter	RORgamma inh
COC(=O)CC1=COC2OCC3=CC[C@@H]1C32 (stereo partly drawn)	-1.3%[10 µM]	-9.1%[10 µM]
COC(=O)NC(c1ccc(Cl)cc1)C(C(C)=O)C(=O)OC (stereo not drawn)	-4.2%[10 µM]	-5.3%[10 µM]
COC(=O)NC(/C(C(=O)OC)=C(\C)NCc1ccccc1)c1cccc(F)c1 (stereo not drawn)	-1.1%[10 µM]	-10.1%[10 µM]
COc1cccc(-c2nc(N3CCN(C)CC3)c3ccccc3n2)c1	-4.2%	-14.9%
CC1O[C@@H](Oc2c(-c3ccc(O)c(O)c3)oc3cc(O)cc(O)c3c2=O)C(O)C(O)C1O (stereo partly drawn)	0.1%	1.4%
CC[C@H](C)[C@H](NC(=O)[C@H](Cc1ccc(O)cc1)NC(=O)[C@H](CCCNC(=N)N)NC(=O)[C@H](CCCNC(=N)N)NC(=O)[C@H](CC(C)C)NC(=O)[C@H](CCC(N)=O)NC(=O)[C@@H](NC(=O)[C@H](CCC(=O)O)NC(=O)[C@H](Cc1ccc(O)cc1)NC(=O)[C@H](CCC(N)=O)NC(=O)[C@H](C)NC(=O)[C@H](CCCNC(=N)N)NC(=O)[C@H](CCC(N)=O)NC(=O)[C@H](CCC(=O)O)NC(=O)[C@H](Cc1cnc[nH]1)NC(=O)[C@@H](NC(=O)[C@H](C)NC(=O)[C@H](Cc1ccc(O)cc1)NC(=O)[C@H](CC(=O)O)NC(=O)CNC(=O)[C@@H]1CCCN1C(=O)[C@H](Cc1ccc(O)cc1)NC(=O)[C@H](CCSC)NC(=O)[C@@H]1CCCN1C(=O)[C@H](CCC(=O)O)NC(=O)[C@H](CC(C)C)NC(=O)[C@@H]1CCCN1C(=O)[C@H](C)N)[C@@H](C)O)[C@@H](C)O)C(=O)N[C@@H](CC(N)=O)C(=O)N[C@H](C(=O)N[C@@H](CC(C)C)C(=O)N[C@H](C(=O)N[C@@H](CCCNC(=N)N)C(=O)N1CCC[C@H]1C(=O)N[C@@H](CCCNC(=N)N)C(=O)N[C@@H](Cc1ccc(O)cc1)C(N)=O)[C@@H](C)O)[C@@H](C)O	6.1%	6.1%
COc1c(O)cc2oc3cc(O)c(CC=C(C)C)c(O)c3c(=O)c2c1CC=C(C)C	25.1µM*!	?
COCCn1c(=O)c(-c2cc(F)cc(F)c2)nc2cnc(OC)nc21	-7.5%	7.2%
C[N+]1(C)C[C@@H](O)C[C@@H]1C(=O)[O-]	-9.9%[17 µM]	-12.3%[16.9 µM]
CCCCCC(=O)c1cc(CC(C(=O)OC)C(=O)OC)cc2cc(OC)c(OC)cc12	1.9%[10 µM]	-0.4%[10 µM]
COc1ccccc1-c1nccc(Nc2ccc(F)cc2)n1	6.0%	5.9%
CN(Cc1ccco1)c1ncncc1-c1cccc(NS(C)(=O)=O)c1	2.9%	2.0%

Compound profiles (already shown):
COC(=O)NC(/C(C(=O)OC)=C(\C)NCc1ccccc1)c1cccc(F)c1 (stereo not drawn) in the list: VP16 counter: -1.1%[10 µM]; RORgamma inh: -10.1%[10 µM]
CN(Cc1ccco1)c1ncncc1-c1cccc(NS(C)(=O)=O)c1 in the list: VP16 counter: 2.9%; RORgamma inh: 2.0%
